Source: PubChem BioAssay (The Scripps Research Institute Molecular Screening Center)
DAX1 inh-1: inhibitors of DAX1 repression of SF-1 activated StAR promoter. HEK293T StAR-luciferase reporter, SF-1/DAX-1 repression relief. inhibition, % at 6.8 µM. 1.1% of 370,000 active. AID 652010;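 active = inhibition above the mean over all tested compounds plus 3 SD, cut at about 3.6% in these data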;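 also: 0% = DAX-1 cells with DMSO and 100% = cells lacking DAX-1 with DMSO; higher inhibition means more luminescence from relief of DAX-1 repression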
hgDAF12 agonist: hgDAF-12 agonism, primary luciferase screen; HEK293 GAL4-hgDAF12 UAS-luciferase reporter, agonist luminescence; normalized to butyrate control; 1.8% of 370,000 active; activation, % at 6.8 µM;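 active = activation above a cutoff set at the mean of all screened compounds plus 3 SD, cut at about 10% in these data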;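 also: 0% = DMSO wells and 100% = sodium butyrate wells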
ssDAF12 agonist: activators of S. stercoralis DAF-12 nuclear receptor; HEK293 ssDAF-12/GRIP1 lit1-tk-luc reporter, luminescence; % of 3 µM dafachronic acid response; 1% of 370,000 active; activation, % at 6.8 µM; AID 652126;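 active = activation above the mean over all tested compounds plus 3 SD, cut at about 0.9% in these data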;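 also: 0% = DMSO-only wells and 100% = 3 µM delta7-dafachronic acid wells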
FXN GAA850 act: increases GAA850 frataxin promoter reporter activity; HEK293 lucGAA850 FXN promoter luciferase reporter, 24 h; percent of 10 µM SAHA response; activation, % at 6 µM; 0.56% of 360,000 active; AID 540364;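 active = activation above the average of all compounds screened plus 3 SD, cutoff fixed separately per campaign, cut at about 7.5% in these data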;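 also: 0% = DMSO wells and 100% = 10 µM SAHA wells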
DAX1 inh-2: inhibitors of human orphan nuclear receptor DAX1 (NR0B1) | HEK293 Gal4-DAX1 luciferase reporter, luminescence | 0.99% of 340,000 active | inhibition, % at 6.75 µM | P51843 | AID 504766;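 active = inhibition above the mean over all tested compounds plus 3 SD, cut at about 4.2% in these data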;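 also: 0% = DAX1-transfected cells with DMSO and 100% = empty-vector control cells with DMSO; inhibition shows as a rise in luminescence from relieved DAX1 repression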
hcDAF12 agonist: activates DAF-12 receptor from parasite H. contortus. HEK293 hcDAF-12 lit1-tk-luc reporter, luminescence; 0% DMSO, 100% Δ7-dafachronic acid. activation, % at 6.8 µM. AID 652067. 1.4% of 370,000 active;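 active = activation above the mean of all tested compounds plus 3 SD, cut at about 5.5% in these data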;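 also: 100% = response to 3 µM Δ7-dafachronic acid high control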
sPLA2-III inh: Inhibits HGIII-sPLA2 liposome hydrolysis, primary screen; QFRET BODIPY PC-A2 liposome hydrolysis, fluorescence; Q9NZ20; inhibition, % at 12.2 µM; 0.56% of 370,000 active;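 active = inhibition above mean plus 3 SD of compounds lying within the high and low control bounds, cut at about 19% in these data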;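 also: 0% = median of test compound wells and 100% = no enzyme DMSO wells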
ADAM17 inh: inhibitors of human ADAM17. P78536. recombinant ADAM17, EDANS/DABCYL FRET peptide cleavage. inhibition, % at 6.95 µM. 0.83% of 370,000 active;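 active = inhibition above the mean of compounds lying between control limits plus 3 SD, set per campaign, cut at about 8.5% in these data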;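 also: 0% = DMSO-only wells as the low control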
PLCg1 inh: PLC-gamma1 (human) inhibition, primary screen; P19174; purified PLC-gamma1, fluorogenic substrate, fluorescence; inhibition, % at 12.2 µM; 0.84% of 370,000 active; AID 720700; in the data active = inhibition above about 9.5%
Target sequence (P19174 whole entry, looked up): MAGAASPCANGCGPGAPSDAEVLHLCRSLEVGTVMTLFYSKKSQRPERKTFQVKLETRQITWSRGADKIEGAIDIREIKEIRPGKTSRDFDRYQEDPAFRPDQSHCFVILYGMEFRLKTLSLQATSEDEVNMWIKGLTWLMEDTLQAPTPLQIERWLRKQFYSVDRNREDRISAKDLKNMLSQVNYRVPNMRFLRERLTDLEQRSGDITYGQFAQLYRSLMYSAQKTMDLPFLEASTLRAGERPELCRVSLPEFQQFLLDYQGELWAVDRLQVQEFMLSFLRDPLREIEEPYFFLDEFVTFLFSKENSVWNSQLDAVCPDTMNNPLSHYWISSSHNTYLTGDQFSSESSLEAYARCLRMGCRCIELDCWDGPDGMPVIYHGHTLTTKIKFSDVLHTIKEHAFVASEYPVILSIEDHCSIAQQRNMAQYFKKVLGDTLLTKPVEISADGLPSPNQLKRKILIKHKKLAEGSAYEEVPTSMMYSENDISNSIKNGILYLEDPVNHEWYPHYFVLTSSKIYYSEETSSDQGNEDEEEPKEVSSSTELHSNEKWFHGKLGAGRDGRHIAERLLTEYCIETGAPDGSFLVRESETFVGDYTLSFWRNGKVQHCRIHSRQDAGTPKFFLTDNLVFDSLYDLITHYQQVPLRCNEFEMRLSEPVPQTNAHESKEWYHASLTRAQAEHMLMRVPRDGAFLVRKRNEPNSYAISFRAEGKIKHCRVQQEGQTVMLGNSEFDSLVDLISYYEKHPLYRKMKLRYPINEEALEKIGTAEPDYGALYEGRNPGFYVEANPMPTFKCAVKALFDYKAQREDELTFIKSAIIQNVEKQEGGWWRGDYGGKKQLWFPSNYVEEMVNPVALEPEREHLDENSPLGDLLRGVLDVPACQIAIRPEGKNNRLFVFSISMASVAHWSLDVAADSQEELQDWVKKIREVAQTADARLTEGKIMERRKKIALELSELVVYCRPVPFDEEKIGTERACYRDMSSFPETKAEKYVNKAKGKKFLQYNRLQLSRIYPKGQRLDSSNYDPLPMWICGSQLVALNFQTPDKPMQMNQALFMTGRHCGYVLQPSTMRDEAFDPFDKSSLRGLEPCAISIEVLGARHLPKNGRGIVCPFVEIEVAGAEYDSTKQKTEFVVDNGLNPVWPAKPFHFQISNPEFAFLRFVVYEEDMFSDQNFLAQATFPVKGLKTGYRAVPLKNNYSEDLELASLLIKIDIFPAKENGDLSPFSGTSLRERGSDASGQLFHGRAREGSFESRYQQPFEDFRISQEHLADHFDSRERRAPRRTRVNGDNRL
ADAM10 inh: ADAM10 inhibition, QFRET primary screen. O14672. recombinant ADAM10, EDANS/DABCYL FRET peptide cleavage, 3 h. inhibition, % at 7 µM. 0.62% of 370,000 active;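 active = inhibition above a per-campaign cutoff equal to the mean of compounds falling between control-based bounds plus 3 SD, cut at about 20% in these data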;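 also: 0% = DMSO wells while the 100% control is not disclosed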
PLC-beta3 inh: blocks human PLC-beta3 enzyme activity; Q01970; Purified PLC-beta3, fluorogenic substrate, fluorescence; inhibition, % at 12.2 µM; 0.18% of 370,000 active; AID 720704; in the data active = inhibition above about 11%;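 also: 0% = median of compound wells on plate and 100% = full blocker control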
The depositor's hits bear a star; i = inactive; x = no result given.

SMILES	DAX1 inh-1	hgDAF12 agonist	ssDAF12 agonist	FXN GAA850 act	DAX1 inh-2	hcDAF12 agonist	sPLA2-III inh	ADAM17 inh	PLCg1 inh	ADAM10 inh	PLC-beta3 inh
Cc1ccc(O)c(NC(=O)CN(C)S(=O)(=O)c2ccc(Cl)cc2)c1	0.8	-0.6	-0.9	6.6	-0.3	1.2	-24	1	0	11	-7
CC12CCC(=O)N1C(C(=O)Nc1nc3ccccc3s1)CS2 (stereo not given)	-1.6	3.6	-0.6	3.0	0.3	-0.2	9	3	3	-15	-6
Cc1ccccc1NC(=O)Cc1nnc(SCC(=O)NC2CCCCC2)n1C	0.7	1.8	-1.1	-1.0	1.3	-1.6	7	-56	1	-11	-6
COc1ccccc1N1CCN(C(=O)c2cc(-c3ccc(C)cc3)on2)CC1	0.3	3.5	-1.2	0.1	-0.5	-2.4	-7	-1	-4	5	-2
Cc1cc(C)c(NC(=O)CSc2nc3ccccc3c(=O)n2CCCN2CCOCC2)c(C)c1	2.4	1.2	-0.7	-0.8	1.5	-0.3	2	3	2	-2	3
CN1CCN(C(=O)c2ccc(Oc3ccc([N+](=O)[O-])cc3)cc2)CC1	-0.4	-2.0	-1.2	-1.3	0.4	0.9	2	-2	2	1	-1
Cc1ccc(C)c(S(=O)(=O)NCCCn2ccnc2)c1	0.4	-0.8	-1.3	-0.4	-0.6	-0.7	-3	-3	2	-3	3
CNS(=O)(=O)c1cccc(C(=O)OCC(=O)Nc2ccc3ccccc3c2)c1	0.3	2.9	-1.3	0.4	0.9	3.3	-32	-6	0	0	1
CC(=O)c1cccc(NC(=O)Nc2cnn(Cc3ccc(Cl)cc3Cl)c2)c1	-0.2	-3.2	-1.6	-1.2	-0.9	-1.4	-38	7	0	8	2
CSc1nnc(-c2nnc(SC)n2-c2ccccc2)n1-c1ccccc1	-0.3	0.0	-1.0	0.2	-1.4	-0.8	2	-1	5	3	4
Cc1ccc(NC(=O)c2ccc3c(c2)C(=O)N(c2cc(C)ccc2C)C3=O)nc1	0.8	0.4	-0.8	1.2	-0.3	-1.4	-3	-2	-2	-6	-5
Cc1ccc(NC(=S)NC2CCSc3ccccc32)cc1C (stereo not given)	-2.6	2.2	-0.7	3.8	-0.4	-1.1	-7	4	3	0	-2
CN1/C(=C\C=N\NC(=O)c2cccnc2)C(C)(C)c2ccccc21	0.3	-1.8	-1.7	1.7	1.0	-1.1	0	-6	-3	-13	-9
Cc1ccc(NC(=O)C2CC(=O)N(CCc3ccccc3)C2)cc1Cl (stereo not given)	-2.1	6.2	-0.8	0.2	0.0	-1.1	-15	1	-2	8	1
Cc1ccc(/C=C/C2=NN(Cc3ccccc3)C(=O)CC2)cc1	-0.5	2.3	-1.3	1.0	-1.1	-1.3	-3	-2	-5	9	-6
Cc1ccccc1C(=O)Oc1ccc2ccc(O)cc2c1	1.0	10*	-0.5	2.9	4.7*	1.6	-97	5	4	3	-7
COc1ccccc1C(=O)NC(=O)COC(=O)c1cnccn1	1.1	5.3	-0.9	0.4	-0.3	-0.5	-2	-1	-2	3	1
COC(=O)c1ccccc1NC(=O)CS(=O)(=O)Cc1nc(-c2ccc(C)cc2)oc1C	0.8	-1.9	1.1*	0.9	-0.8	2.6	-12	3	0	3	4
CCOC(=O)c1oc2ccc(CNC3CCCCC3)c(Cl)c2c1C	0.9	1.3	-0.8	-0.5	-0.1	-0.9	1	3	8	4	2
COc1ccc(CNC(=O)c2cc(-n3cnnc3)ccc2Cl)cc1	-0.3	0.5	-1.2	1.7	-0.9	-0.5	4	-1	4	-1	0
Cc1ccc(S(=O)(=O)N(C)C)cc1NC(=O)COC(=O)/C=C/c1ccc2c(c1)OCO2	-0.9	3.0	-2.1	-0.1	1.1	-0.7	-11	-57	-81	-173	-119
CC(C)(C)SCCNC(=O)c1ccc(NS(C)(=O)=O)cc1	0.9	1.7	-0.5	1.8	0.3	-0.3	-2	-1	1	-2	2
COc1ccc(-c2cc(-c3n[nH]c(=S)n3-c3cccc4ccccc34)[nH]n2)cc1	0.7	-1.7	-1.1	5.2	-0.8	-1.0	-25	8.7*	0	19	3
COc1cc(SC)ccc1C(=O)NCc1ccccc1	0.2	4.8	-1.2	1.6	0.0	-2.7	-1	5	7	2	2
Cc1[nH]n(-c2nc(-c3ccccc3F)cc(=O)[nH]2)c(=O)c1CCO	0.4	1.8	-1.6	0.1	-0.9	-0.9	5	-19	-23	-57	-29
O=C(C1CCCN(S(=O)(=O)c2cccc3nsnc23)C1)N1CCc2ccccc2C1 (stereo not given)	-1.4	-2.5	-1.9	-0.2	-1.5	-3.1	-2	-4	-2	-4	-11
CCCOC(=O)Nc1c(C)cccc1C(C)C	0.7	-2.4	-0.6	-1.0	0.4	4.2	6	-2	-1	-3	-3
Nc1ccccc1-c1nc2ccncc2[nH]1	1.5	4.0	-1.1	4.4	2.4	0.1	11	i	i	i	i
C[C@H](CO)N1C[C@H](C)[C@@H](CN(C)C(=O)Nc2ccccc2)OCc2cn(nn2)CCCC1=O	0.3	0.4	-0.8	x	x	-1.3	9	-2	1	-8	0
CCCCc1cc(=O)oc2cc(OC(C)C(=O)NCC3CCC(C(=O)O)CC3)c(Cl)cc12 (stereo not given)	-0.4	-3.2	-1.3	-1.7	3.7	-1.5	-4	-22	-2	-97	-5
CCc1ccccc1NC(=S)N(Cc1ccc(OC)cc1)CC1CCC(C(=O)O)CC1 (stereo not given)	0.3	1.9	-1.4	0.8	-0.7	0.6	2	0	0	2	2
Cc1ccc(Cl)cc1NCN1C(=O)c2ccccc2C1=O	1.8	-3.0	-1.1	0.2	3.5	-1.3	-2	-2	0	-10	2
O=S(=O)(c1ccccc1)N1CCN(c2nc(-c3cccnc3)nc3ccccc23)CC1	-2.7	-2.1	-1.1	-0.7	1.6	0.2	-6	4	-11	4	-15
COc1cc2c(cc1OC)C(C(=O)O)C(c1ccc3c(c1)OCO3)N(C)C2=O (stereo not given)	-0.6	-0.3	-1.6	x	x	-0.2	1	1	4	3	2
CCNC(=O)NC(=O)C(C)OC(=O)c1cccnc1SC (stereo not given)	0.3	-1.0	-1.0	-0.7	-0.6	-0.9	-7	-3	1	-5	2
Cc1ccccc1NCC(=O)N=Nc1c(O)[nH]c2ccc([N+](=O)[O-])cc12	-0.2	-0.9	-1.0	1.9	-1.8	0.2	5	-1	2	-2	-8
OC(CN1CCOCC1)c1ccc(F)cc1 (stereo not given)	-0.1	0.1	-1.3	1.5	-1.0	0.1	-1	1	2	3	1
Cc1ccc(NC(=O)COC(=O)c2ccc(=O)n(Cc3ccccc3)n2)cc1F	-0.6	0.7	-1.0	0.0	-1.1	-1.1	8	-1	-1	-15	-1
CC(C)n1cnc2cc(NCc3ccccc3O)ccc21	0.1	3.6	-1.1	2.5	-1.9	0.6	-1	-7	-16	-12	-26
COc1ccccc1C#CC1=CC(=O)C[C@H](c2ccc(F)cc2)C1	1.5	2.7	0.4	3.2	-0.8	0.6	2	7	-14	1	-26

8 entries already listed, sorted by number of heavy atoms, rising.
SMILES	DAX1 inh-1	hgDAF12 agonist	ssDAF12 agonist	FXN GAA850 act	DAX1 inh-2	hcDAF12 agonist	sPLA2-III inh	ADAM17 inh	PLCg1 inh	ADAM10 inh	PLC-beta3 inh
OC(CN1CCOCC1)c1ccc(F)cc1 (stereo not given)	-0.1	0.1	-1.3	1.5	-1.0	0.1	-1	1	2	3	1
Cc1ccc(Cl)cc1NCN1C(=O)c2ccccc2C1=O	1.8	-3.0	-1.1	0.2	3.5	-1.3	-2	-2	0	-10	2
COc1ccccc1C#CC1=CC(=O)C[C@H](c2ccc(F)cc2)C1	1.5	2.7	0.4	3.2	-0.8	0.6	2	7	-14	1	-26
Cc1ccccc1NCC(=O)N=Nc1c(O)[nH]c2ccc([N+](=O)[O-])cc12	-0.2	-0.9	-1.0	1.9	-1.8	0.2	5	-1	2	-2	-8
COc1cc2c(cc1OC)C(C(=O)O)C(c1ccc3c(c1)OCO3)N(C)C2=O (stereo not given)	-0.6	-0.3	-1.6	x	x	-0.2	1	1	4	3	2
Cc1ccc(NC(=O)COC(=O)c2ccc(=O)n(Cc3ccccc3)n2)cc1F	-0.6	0.7	-1.0	0.0	-1.1	-1.1	8	-1	-1	-15	-1
CCc1ccccc1NC(=S)N(Cc1ccc(OC)cc1)CC1CCC(C(=O)O)CC1 (stereo not given)	0.3	1.9	-1.4	0.8	-0.7	0.6	2	0	0	2	2
CCCCc1cc(=O)oc2cc(OC(C)C(=O)NCC3CCC(C(=O)O)CC3)c(Cl)cc12 (stereo not given)	-0.4	-3.2	-1.3	-1.7	3.7	-1.5	-4	-22	-2	-97	-5

Continued:
SMILES	DAX1 inh-1	hgDAF12 agonist	ssDAF12 agonist	FXN GAA850 act	DAX1 inh-2	hcDAF12 agonist	sPLA2-III inh	ADAM17 inh	PLCg1 inh	ADAM10 inh	PLC-beta3 inh
COC(=O)c1ccc(NC(=O)CNCc2ccncc2)cc1	0.2	-0.1	-1.1	1.5	-0.9	0.9	21*	-6	-4	-15	-1
O=C(Nc1ccc(Cl)cc1)N1CCOC12CCC1(CC2)OCCO1	-0.3	3.6	-1.0	1.6	0.5	-0.8	-3	-4	2	1	-5
Nc1nc(N)c(N=Nc2ccccc2)c(=O)[nH]1	5.7*	4.6	-1.5	-0.3	1.9	1.4	13	-1	5	-5	-3
COc1cccc(C(=O)Nc2cccc(NC(C)=O)c2)c1	0.0	0.7	-1.3	1.1	-1.0	-0.7	11	-4	4	-16	-3
O=C(NCC1CCCO1)[C@@H]1CSC2c3ccccc3C(=O)N21 (stereo not given in full)	0.1	-2.3	-0.5	2.9	0.6	-1.7	5	-5	-3	-4	-1
C/C(=N\NC(=O)c1nnn(-c2nonc2N)c1C)c1ccc(OCc2ccccc2)cc1	1.7	2.0	-0.1	4.3	0.8	2.2	6	-3	2	-4	6
CC(=O)c1ccc(-c2ccc(C(=O)N3CCCc4ccccc43)o2)cc1	1.1	5.2	1.8*	5.8	0.8	-1.0	-6	-5	-2	-15	-9
COCCN(C(=O)COC(=O)c1cccnc1Cl)c1c(N)n(Cc2ccccc2)c(=O)[nH]c1=O	0.7	-0.4	-1.1	1.3	1.0	0.7	-1	2	1	3	0
COc1ccc(CCNC(=O)Cc2cc(=O)[nH]c(=O)[nH]2)cc1OC	-1.2	-2.9	-0.3	1.6	1.1	1.2	-1	-2	0	-6	1
CC1CCC2(CC1)NC(=O)N(CC(=O)N(Cc1ccccc1)C(C)(C)C)C2=O (stereo not given)	1.3	-2.6	-0.5	0.8	2.2	-0.5	11	-7	3	-18	-9
Cn1c(=O)c2c(nc(CCc3ccccc3)n2C)n(C)c1=O	-0.3	-1.1	-1.3	-0.1	-0.4	-1.2	-3	4	1	17	4
Cc1ccc(CNC(=O)CSc2nc3ccccc3c(=O)n2CCCO)cc1	0.5	0.7	-1.7	3.0	1.1	-1.5	2	-4	0	-3	-1
Cn1nc(-c2ccc(Cl)cc2)cc1NC(=O)CC(C)(C)CC(=O)O	-0.5	-4.0	-0.5	3.5	x	1.1	0	-2	1	-1	-9
